PAFAH1B3 FP inh: PAFAH1B3 enzyme inhibitors, primary screen, biochemical, fluorescence polarization, human | Platelet-activating factor acetylhydrolase IB subunit alpha1 (Homo sapiens), Q15102 | recombinant PAFAH1B3, FP-rhodamine probe | inhibition, % at 3.39 µM | actives 0.28% (n = 340,000);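 active = inhibition above the screen-wide average of all tested compounds plus 3 SD, cut at about 25% in these data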;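 note: 0% = enzyme with DMSO only and 100% = wells lacking PAFAH1B3 protein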
LYPLA1 counter: LYPLA1 inhibitors, primary screen, counter-screen for PME1 inhibitor project, biochemical, fluorescence polarization, FP-Rh probe ABPP. Acyl-protein thioesterase 1 (Homo sapiens), O75608. recombinant LYPLA1. inhibition, % at 5.9 µM. actives 0.16% (n = 320,000). AID 2174, 2009;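 active = inhibition above the mean of all tested compounds plus 3 SD, set per campaign, cut at about 14% in these data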;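 note: inhibitors block serine hydrolase probe labeling of LYPLA1 so polarization falls; 0% = enzyme with DMSO and 100% = wells lacking LYPLA1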
LYPLA2 counter: LYPLA2 inhibitors, primary screen, counter-screen for PME1 inhibitor project, biochemical, fluorescence polarization, FP-Rh probe ABPP; Acyl-protein thioesterase 2 (Homo sapiens), O95372; recombinant LYPLA2; inhibition, % at 5.9 µM; actives 0.38% (n = 320,000);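 active = inhibition above the screen-wide mean plus 3 SD, limit set per campaign, cut at about 26% in these data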;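 note: 0% = LYPLA2 with DMSO and 100% = wells lacking LYPLA2 enzyme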
PAFAH2 inh: PAFAH2 enzyme inhibitors, primary screen, biochemical, fluorescence polarization, human. Platelet-activating factor acetylhydrolase 2, cytoplasmic (Homo sapiens), Q99487. recombinant PAFAH2, FP-rhodamine activity probe. inhibition, % at 3.39 µM. actives 0.99% (n = 340,000);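 active = inhibition above the mean over all tested compounds plus 3 SD, cut at about 30% in these data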;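 note: inhibitors block probe labeling of enzyme so polarization drops; 0% = enzyme with DMSO and 100% = wells lacking PAFAH2 protein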
ZTA DNA inh: blocks Epstein-Barr virus ZTA, an EBNA-1 counter-screen; ZTA-DNA binding, fluorescence polarization; P03206; AID 2234; actives 0.15% (n = 320,000); inhibition, % at 11 µM; in the data active = inhibition above about 33%
pPAFAH inh: pPAFAH enzyme inhibitors, primary screen, biochemical, fluorescence polarization, human | actives 1.5% (n = 330,000) | Platelet-activating factor acetylhydrolase (Homo sapiens), Q13093 | AID 463082, 2010 | inhibition, % at 3.39 µM | recombinant pPAFAH, FP-rhodamine probe fluorescence polarization;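 active = inhibition above the mean inhibition across the screen plus 3 SD, cut at about 25% in these data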;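 note: inhibitors block binding of the rhodamine activity-based probe so polarization drops; 0% = enzyme with DMSO and 100% = wells lacking pPAFAH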
PREPL inh: PREPL enzyme inhibitors, primary screen, biochemical, fluorescence polarization; Prolyl endopeptidase-like (Homo sapiens), Q4J6C6; recombinant PREPL, fluorescence polarization activity-based probe; inhibition, % at 5.96 µM; actives 0.68% (n = 320,000); AID 2751, 2010; in the data active = inhibition above about 43%;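 note: 0% = enzyme with DMSO and 100% = wells lacking enzyme; many of its hits are not listed in these tables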
EBNA-1 inh: EBNA-1 DNA-binding inhibitors, primary screen, biochemical, fluorescence polarization. inhibition, % at 14.8 µM. actives 0.34% (n = 300,000). AID 1950, 2009; in the data active = inhibition above about 28%
PAFAH1B2 inh: PAFAH1B2 enzyme inhibitors, primary screen, biochemical, fluorescence polarization, human; Platelet-activating factor acetylhydrolase IB subunit alpha2 (Homo sapiens), P68402; recombinant PAFAH1B2, FP-rhodamine activity probe; inhibition, % at 3.39 µM; actives 1.2% (n = 340,000); AID 492953, 2010;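 active = inhibition above the mean of all tested compounds plus 3 SD, cut at about 24% in these data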;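 note: 0% = enzyme with DMSO and 100% = wells lacking PAFAH1B2; many of its hits are not listed in these tables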
Starred values were filed as active, the others as inactive; · = no result given; & = joins results of further samples; ! = repeats disagree.

SMILES	PAFAH1B3 FP inh	LYPLA1 counter	LYPLA2 counter	PAFAH2 inh	ZTA DNA inh	pPAFAH inh	PREPL inh	EBNA-1 inh	PAFAH1B2 inh
CCOn1c(-n2nc(C)cc2C)nc2ccccc2c1=O	0	-1	-3	1	-23	3	4	-13	1
Cc1onc(-c2ccccc2)c1C(=O)NNC(=S)NC(=O)c1ccc(Cl)cc1Cl	4	-1	6	-7	1	4	-8	4	6
CCOC(=O)C1CCCN(S(=O)(=O)c2ccc3c(c2)N(C(C)=O)CCO3)C1 (configuration not stated)	6	0	1	-3	19	4	-4	7	2
O=C(/C(=C(/[O-])c1ccccc1)[n+]1ccccc1)c1ccc([N+](=O)[O-])cc1	6	0	1	2	-1	1	4	7	6
C/C(=N\Nc1ccc(F)cc1F)c1cccs1	·	1	9	·	-4	4	35	4	·
Cc1ccc(N(CC(=O)NCC2CCCO2)C(=O)CCC(=O)Nc2nccs2)cc1 (configuration not stated)	1	5	0	10	0	7	43*	9	3
CCOC(=O)Cn1c(=NC(=O)CSC(C)=O)sc2cc(F)ccc21	5	-1	-5	4	-5	3	3	-1	3
CCN(CC(=O)NC1CCS(=O)(=O)C1)c1ccc(S(=O)(=O)N(CC)CC)cc1[N+](=O)[O-] (configuration not stated)	-3	·	·	11	·	2	25	·	0
O=C(c1cc([N+](=O)[O-])cc([N+](=O)[O-])c1)N1CCCc2ccccc21	9	-4	-5	0	-7	2	7	3	9
COc1cc(C(C(=O)NC2CCCC2)N(C(=O)c2ccco2)c2ccccc2C(C)=O)cc(OC)c1OC (configuration not stated)	5	0	1	5	3	0	3	6	3
Cc1ccc(-c2nc(CSCC(=O)N3CCN(C(=O)c4ccco4)CC3)c(C)o2)cc1	2	3	-3	7	-9	-4	0	-4	0
COc1ccc(C(=O)Nc2ccc(NC(=O)c3ccccc3OC)nc2)cc1	-7	-8	-3	-10	6	-6	-13	3	2
CCC(=O)Nc1nc2nc(C)cc(=O)n2[nH]1	0	-1	2	7	-7	-1	-3	-3	-3
O=C(CNC(=O)N1CC(=O)Nc2ccccc21)Nc1ccc(Cl)cc1	13	2	3	10	-17	3	-6	-2	-4
O=C(NC1CC(=O)N(c2ccc(F)cc2)C1)N1CCN(C(=O)c2ccco2)CC1 (configuration not stated)	-2	0	1	-2	-5	-1	2	4	1
CCS(=O)(=O)Nc1cccc(C2=NN(S(C)(=O)=O)C(c3cccs3)C2)c1 (configuration not stated)	10	-7	1	6	-2	-3	7	0	2
CCOC(=O)N=S(=O)(Oc1ccc([N+](=O)[O-])cc1)c1ccccc1 (configuration not stated)	4	-2	3	11	3	1	5	137*	3
COc1ccc(-c2oc3ccc(-c4ccc5c(c4)OCO5)cc3c2C#CC2(O)CCCCC2)cc1	-9	-18	-28	-16	8	-1	24	9	-7
O=C(CNc1cccc(Cl)c1)NNC(=S)NCc1ccccc1	5	3	3	0	-6	-3	-11	0	14
OC(COc1c(F)cc(Br)cc1F)CN1CCc2ccccc2C1 (configuration not stated)	1	-4	5	-7	-11	-2	-6	-10	10
Cc1ccc2nc(-c3ccco3)c(Nc3ccccc3)n2c1	2	2	2	5	3	-3	-13	-11	5
CCn1cc(/C=N\NC(=O)c2cc(-c3ccccc3OC)nc3ccccc23)c(C)n1	3	-7	-2	4	-9	0	14	5	-4
C#CCn1c(=NC(=O)c2ccc(S(=O)(=O)N3CCCc4ccccc43)cc2)sc2cc(S(N)(=O)=O)ccc21	-92	-52	-111	-102	14	-23	-11	16	-45
Cc1ccc(C(C(=O)NC2CCCC2)N(Cc2ccc(F)cc2)C(=O)c2snc(C(N)=O)c2N)o1 (configuration not stated)	1	-1	-4	-12	1	-1	9	5	5
O=S(=O)(c1cccc(-c2cn3cc(Cl)ccc3n2)c1)N1CCOCC1	7	1	-1	-6	-7	0	13	2	-1
COc1ccc2cc3cc(C(=O)NCCC(C)C)oc3nc2c1	6	-1	-3	-4	-13	2	-5	-8	1
N/C(=N\OS(=O)(=O)c1ccc2ccccc2c1)c1ccncc1	6	1	-4	2	-9	0	-3	3	6
COCCNC(=O)/C(C#N)=C/c1ccc(O)c([N+](=O)[O-])c1	1	0	2	-4	1	1	5	-1	2
Cn1c(C(=O)N2CCN(c3ccc(F)cc3)CC2)cc2ccccc21	10	1	-1	8	-10	-1	20	-3	0
CCN(C(=O)CSc1nnc(SC)s1)c1c(N)n(Cc2ccccc2)c(=O)[nH]c1=O	3	2	-3	-11	5	4	0	·	4
Cn1c(N)c(C(=O)CCl)c(=O)n(Cc2ccccc2)c1=O	3	-1	-3	-77	1	1	-1	10	3
CCCc1ccc(Oc2c(-c3ccc(O)c(C)c3O)n[nH]c2C)cc1	6	-12	-8	1	8	1	5	6	1
Cc1cccc(NC2SC(=O)N(CC(=O)O)C2=O)c1 (configuration not stated)	9	0	9	-4	-8	1	0	4	-2
CCC(=O)c1ccc(OCC(=O)N2CCCC2)c(OC)c1	3	1	4	3	9	0	6	-4	5
Cc1c(C(=O)NCC2CCCO2)cccc1[N+](=O)[O-] (configuration not stated)	-7	1	2	-3	5	1	5	9	3
O=C(Cc1ccc(S(=O)(=O)N2CCCCC2)s1)Nc1ccc(F)c(F)c1	-2	-8	-7	-8	9	1	4	-5	4
CC1CC(=O)c2cnc(Nc3cccc(C(F)(F)F)c3)nc2C1 (configuration not stated)	6	-3	-2	12	10	5	6	0	4
COc1ccc(/C=N/Nc2ncnc3sc4c(c23)CCCC4)cc1O	9	1	3	7	1	3	19	6	11
CCN1CCCC1Cn1cnc2c([nH]c3cccc(Cl)c32)c1=O (configuration not stated)	5	-6	-10	-8	9	-4	8	-6	-4
CC/C(=C1/C(=O)CC(C)(C)C(C(=O)OC)C1=O)N1CCCC1 (configuration not stated)	0	2	-1	3	-12	9	12	-4	1
CCOC(=O)N1CCN(C(=O)c2ccc(NS(=O)(=O)c3ccc4[nH]c(=O)[nH]c4c3)cc2)CC1	16	-3	-1	5	11	2	-5	1	-2
CS(=O)(=O)N(CCc1ccccc1)CC(=O)N1CCCCC1	5	-1	-7	8	4	1	16	-6	1
CN(Cc1nc2ccccc2c(=O)[nH]1)C(=O)c1cccc(S(=O)(=O)N2CCCCCC2)c1	6	4	2	8	4	2	18	·	3
COc1cccc(N2CCN(C(=O)c3ccc(CS(=O)Cc4ccc(C)cc4)o3)CC2)c1 (configuration not stated)	4	-2	-3	6	-6	4	31	-9	2
Cc1nc2n(COCCO)cnn2c(=O)c1Br	2	1	-2	4	-14	-4	8	-4	-1
O=c1[nH]c(/C=C/c2cccc([N+](=O)[O-])c2)c([N+](=O)[O-])c(=O)[nH]1	3	5	4	13	9	7	0	-16	7
Cc1noc(NS(=O)(=O)c2ccc(N/C=C\C(=O)c3ccc(F)cc3)cc2)c1C	·	2	-3	·	11	4	7	0	·
Cc1ccccc1/C=N/N1C(=O)CSC1=S	1	-6	-2	3	0	6	3	13	6
Cc1c(C(=O)O)c2cc(O)ccc2n1-c1ccccc1	2	0	3	0	3	5	-3	-2	2
COc1ccc(C2=CSC3=NNC4(CCCCC4)NN23)cc1	-1	-7	-8	2	13	2	-1	-1	-7
CCC(C(=O)NC1CCN(C)CC1)c1ccccc1 (configuration not stated)	6	-1	-5	-1	9	6	0	-9	3
O=C(O)C1Cc2ccccc2CN1S(=O)(=O)c1ccc2ccccc2c1 (configuration not stated)	-1	0	8	7	8	1	-2	12	8
CN1CCc2c(sc(NC(=O)c3ccc(S(=O)(=O)N4CCOCC4)cc3)c2C(N)=O)C1	4	0	4	0	6	3	12	-8	10
CN(C1CCCCC1)S(=O)(=O)c1ccc(NC(=O)C2CCCCC2C(=O)O)cc1 (configuration not stated)	13	2	0	10	-2	-1	23	7	7
O=C(CSc1n[nH]c(=O)n1C1CC1)c1c[nH]c2ccccc12	2	2	10	10	-4	-3	13	·	3
COc1cccc(NC(=S)N(CCN(C)C)C(C)c2cccnc2)c1 (configuration not stated)	-5	0	-2	1	11	1	-3	3	3
Cc1oc2c(C)c3oc(=O)c(CCC(=O)NCCCN4CCCC4=O)c(C)c3cc2c1C	5	1	6	0	-7	5	11	-1	6
O=C(CSc1nnc2c(Cl)cc(C(F)(F)F)cn12)NCc1ccc(F)cc1	2	2	2	1	0	9	7	17	4
COC(=O)c1c(NC(=O)CSc2ncnc3ccccc23)sc(C)c1C	9	-1	3	-2	0	1	0	1	-1
Cc1cc(C)n(/N=C/c2ccc(O)cc2)c(=O)c1C#N	7	3	8	6	7	5	-5	8	6

(further entries)
SMILES	PAFAH1B3 FP inh	LYPLA1 counter	LYPLA2 counter	PAFAH2 inh	ZTA DNA inh	pPAFAH inh	PREPL inh	EBNA-1 inh	PAFAH1B2 inh
S=c1[nH]nc(-c2ccccc2Cl)n1/N=C/C=C/c1ccco1	·	1	4	·	-5	18	5	-5	·
O=C(NCC1CCCO1)C(c1cccs1)N(Cc1cccs1)C(=O)Cn1nnc(-c2cccs2)n1 (configuration not stated)	7	-3	0	7	1	0	-11	8	10
O=C(c1ccco1)N1CCN(C(=O)c2cnn3c(C(F)(F)F)cc(-c4cccs4)nc23)CC1	7	1	6	-8	3	6	12	14	5
N[C@@H](Cc1cc(I)c(Oc2ccc(O)c(I)c2)c(I)c1)C(=O)O	3&9	-18&1	-16&1	27&13	-13&-4	69*!	4&-14	7&2	7&1
CN(C)c1ccc(C(CNS(=O)(=O)c2ccc(F)cc2)c2c[nH]c3ccccc23)cc1 (configuration not stated)	6	-4	6	-1	6	11	10	-6	4
O=C(CCSc1ccccc1)NC1CCCC1	5	-1	3	-7	14	1	-8	-1	9
COc1ccc(-c2nc(NC(C)=O)sc2-c2ccccc2)cc1	10	0	7	-3	-22	8	36	-1	1
Cc1cccc(OCC2=NS(=O)(=O)c3ccccc3N2)c1	4	-5	-12	-3	7	-10	3	-4	1
COc1c2c(nc3ccccc13)OC(C(C)(O)COC(C)=O)C2 (configuration not stated)	-2	0	3	3	-4	4	0	2	1
Cc1ccc(S(=O)(=O)NC2CCCCCC2)cc1C(N)=O	18	5	2	5	2	1	-3	7	6
CCC(CC)NC(=O)c1cc2c(C)nn(Cc3ccccc3Cl)c2s1	2	-1	-5	2	8	2	-3	10	-10
COc1ccccc1NC(=S)NC1CCC(CC2CCC(NC(=S)Nc3ccccc3OC)CC2)CC1 (configuration not stated)	-13	-19	-21	-14	8	-13	-9	27	-9
O=C(CSc1nc(-c2ccccc2)cc(=O)[nH]1)N1CCOCC1	6	1	-5	0	10	0	-9	11	-3

Ordered by count of non-hydrogen atoms (smallest number first): some entries from above
SMILES	PAFAH1B3 FP inh	LYPLA1 counter	LYPLA2 counter	PAFAH2 inh	ZTA DNA inh	pPAFAH inh	PREPL inh	EBNA-1 inh	PAFAH1B2 inh
CCOn1c(-n2nc(C)cc2C)nc2ccccc2c1=O	0	-1	-3	1	-23	3	4	-13	1
Cc1ccc2nc(-c3ccco3)c(Nc3ccccc3)n2c1	2	2	2	5	3	-3	-13	-11	5
CCN1CCCC1Cn1cnc2c([nH]c3cccc(Cl)c32)c1=O (configuration not stated)	5	-6	-10	-8	9	-4	8	-6	-4

These rows are one share of the data; the hit share may differ from the screen's.
